Screens (PubChem BioAssay)
CCR6 antagonist: antagonists of human CCR6 receptor | 340,000 tested, 0.49% active | CHO-K1 CCR6 PathHunter beta-arrestin, luminescence, CCL20-stimulated | inhibition, % at 20 µM;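 active = compounds whose inhibition of the agonist-driven luminescence signal at 20 µM reaches about 50%, limit read from the data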;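 also: cells stimulated with CCL20 at 14 nM final; plate controls were DMSO with CCL20 for no effect and DMSO without agonist for full effect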
CXCR6 block: inhibitors of human CXCR6 receptor; inhibition, % at 20 µM; 360,000 tested, 0.36% active; O00574; CHO-K1 PathHunter CXCR6 beta-arrestin, luminescence; in the data active = inhibition above about 34%, passing the limit was not always enough;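 also: antagonist mode with CXCL16 agonist at 10 nM final; 0% = 10 nM CXCL16 with DMSO and 100% = unstimulated wells without agonist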
Target sequence (O00574 whole entry, looked up): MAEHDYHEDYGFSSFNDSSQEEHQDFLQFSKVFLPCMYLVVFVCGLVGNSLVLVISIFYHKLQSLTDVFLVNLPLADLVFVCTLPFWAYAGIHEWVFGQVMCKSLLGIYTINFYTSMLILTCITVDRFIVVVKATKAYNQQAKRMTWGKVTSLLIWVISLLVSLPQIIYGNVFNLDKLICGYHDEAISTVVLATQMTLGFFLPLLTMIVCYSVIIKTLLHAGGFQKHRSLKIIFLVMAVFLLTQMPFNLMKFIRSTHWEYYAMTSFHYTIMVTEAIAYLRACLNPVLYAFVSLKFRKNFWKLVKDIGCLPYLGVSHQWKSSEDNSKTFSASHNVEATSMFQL
697 NFkB inh: lowers PMA/ionomycin-induced NF-kB signal in 697 B cells; 697 B-cell NF-kB luciferase reporter, 16 h; inhibition, % at 4 µM; 330,000 tested, 0.33% active; in the data active = inhibition above about 35%
EBI2 block: blocks human EBI2 receptor beta-arrestin signaling; P32249; EBI2 beta-arrestin recruitment, luminescence, 7a,25-OHC stimulated; inhibition, % at 5 µM; 360,000 tested, 0.81% active; in the data active = inhibition above about 38%;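 also: enzyme fragment complementation signal reports receptor beta-arrestin coupling in cells; 0% = agonist plus DMSO wells and 100% = wells without agonist; some results beyond the cut were filed as inactive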
Target sequence (P32249 whole entry, looked up, the tested form may be a part): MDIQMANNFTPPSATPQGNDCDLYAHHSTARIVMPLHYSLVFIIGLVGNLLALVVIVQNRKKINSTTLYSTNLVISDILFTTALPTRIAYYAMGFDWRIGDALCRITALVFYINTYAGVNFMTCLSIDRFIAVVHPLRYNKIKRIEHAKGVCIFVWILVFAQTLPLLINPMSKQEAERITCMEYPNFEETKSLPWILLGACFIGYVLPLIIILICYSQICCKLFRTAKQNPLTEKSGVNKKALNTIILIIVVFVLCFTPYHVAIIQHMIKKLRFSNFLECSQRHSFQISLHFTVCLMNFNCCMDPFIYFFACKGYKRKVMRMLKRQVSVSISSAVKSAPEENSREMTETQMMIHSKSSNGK
Jurkat NFkB inh: lowers PMA/ionomycin-induced NF-kB signal in Jurkat cells. PMA/ionomycin-induced NF-kB luciferase reporter, luminescence. inhibition, % at 4 µM. 330,000 tested, 0.53% active; in the data active = inhibition above about 50%
Gli-Sufu antag: blocks Gli-Sufu signaling in a luciferase reporter; Sufu-KO-LIGHT fibroblasts, Gli luciferase reporter luminescence; inhibition, % at 5 µM; 340,000 tested, 0.74% active; AID 588413;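 active = inhibition above about 55%, limit read from the data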;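 also: 0% = DMSO-treated cells and 100% = wells with medium but no cells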
APJ antagonist: blocks the human apelin receptor APJ. inhibition, % at 20 µM. 330,000 tested, 0.32% active. CHO-K1 APJ beta-arrestin complementation, luminescence. P35414;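 active = inhibition above about 40% at 20 µM, limit read from the data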;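 also: cells challenged with 10 nM apelin-13 agonist together with compound; plate controls were apelin-13 plus DMSO wells for no effect and DMSO wells lacking apelin-13 for full effect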
UBC13 inh: inhibitors of human UBC13 polyubiquitin chain formation; TR-FRET; inhibition, % at 20 µM; 330,000 tested, 0.47% active; AID 485273; in the data active = inhibition above about 45%, passing the limit was not always enough
Target sequence (P61088 whole entry, looked up): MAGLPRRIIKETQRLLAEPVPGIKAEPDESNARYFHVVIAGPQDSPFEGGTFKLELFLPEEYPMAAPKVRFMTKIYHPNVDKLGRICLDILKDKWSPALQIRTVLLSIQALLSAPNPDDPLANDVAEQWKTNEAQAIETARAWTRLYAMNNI
* marks the source's active call; other numbers are inactive results; . = no result given. Random draw from the library. Share with any hit: about 3%.

SMILES	CCR6 antagonist	CXCR6 block	697 NFkB inh	EBI2 block	Jurkat NFkB inh	Gli-Sufu antag	APJ antagonist	UBC13 inh
N#Cc1cnn2c(-c3cccc(C(F)(F)F)c3)ccnc12	-3	1	14	1	3	6	13	9
Cc1cc(Cl)c(S(=O)(=O)Nc2ccc(Cl)cn2)cc1OCC(N)=O	-12	-6	-2	-7	5	7	-5	-8
Cc1c(CN2CCC(C(=O)Nc3cccc(-c4cccc(Cl)c4)c3)CC2)cnn1C	9	-11	1	-11	4	-7	14	30
COC(=O)Cn1ccc(N(C)C)c(C#N)c1=O	-15	-8	18	-2	0	-2	1	1
Cc1nc(C)c(-c2ccn(S(=O)(=O)c3ccc(Cl)cc3)n2)o1	3	2	-4	0	8	6	-2	-8
CCOC(=O)c1ccc(NC(=O)CSc2nnc(CNC(=O)c3ccccc3F)o2)cc1	5	-2	2	2	13	96*	-5	-3
CCn1ncc(/C=N\NC(=O)c2ccc3c(c2)c(C)c(C)n3Cc2ccccc2)c1C	-12	6	12	5	-11	-7	2	11
C/C(CC(=O)Nc1ccc(N(C)C)cc1)=N\NC(=O)c1ccc(Cl)cc1	1	-5	9	1	-2	-2	14	-2
CCC(C(=O)NCc1cccs1)n1nc(C)n2c(cc3occc32)c1=O (stereo unspecified)	12	-3	-6	-12	-1	1	-4	-4
Cc1nc([N+](=O)[O-])c(NCCO)n1Cc1ccccc1	9	-1	9	-4	3	-3	2	-10
Cc1ccc(NS(=O)(=O)c2cc(NC(=O)C(C)Oc3ccccc3)ccc2C)c(C)c1 (stereo unspecified)	6	10	-2	8	-12	-10	-6	2
C=CCN(c1ccccc1)S(=O)(=O)c1cccc(C(=O)Nc2ncccc2O)c1	-10	5	-13	-6	8	2	4	1
COc1ccc(C(=O)N(C)Cc2ccccn2)cc1OC1CCN(C(C)C)CC1	-6	8	2	3	-7	4	1	4
Cc1ncc([N+](=O)[O-])n1CC(=O)Nc1ccc(Br)cc1	9	5	4	6	-6	.	-4	0
CCCCOc1ccc(N(CC(=O)NCC2CCCO2)C(=O)CCC(=O)Nc2cc(C)ccn2)cc1 (stereo unspecified)	6	6	-36	0	-11	10	-3	-6
CCc1ccc([C@@H]2CC=C(C(=O)O)[C@H](c3ccccc3)N2S(=O)(=O)c2ccc(C)cc2)cc1	2	-8	25	1	-1	2	14	7
FC(F)(F)c1nc(-c2cccnc2)ncc1-c1nnnn1-c1ccccc1	23	0	-33	-8	1	-6	-1	-5
O=C(c1cnccn1)N1CCc2ccccc2C1	1	-4	-3	4	7	-1	19	-15
Cc1ccc2c(C)cc[n+](CCCS(=O)(=O)[O-])c2c1	4	-8	-27	-4	-16	-10	2	-2
OC(COc1ccc(Cl)cc1)CN1CCCCC1 (stereo unspecified)	8	-2	9	-6	-4	8	1	10
CC(C)[C@@H](C(=O)NC1CCCC1)N1C(=O)N2CCc3c([nH]c4ccccc34)[C@@]2(C)C1=O	16	4	11	1	2	4	14	8
CC(Sc1n[nH]c(-c2ccccc2)n1)C(=O)c1c(N)n(C)c(=O)n(C)c1=O (stereo unspecified)	9	6	18	-1	5	-15	0	3
Cc1cccc(NC2=NC(=S)N(c3ccc(C(=O)O)cc3)C23CCCCC3)c1	2	3	-3	-9	8	9	38	-9
CCN(CC(=O)Nc1ccccc1C(F)(F)F)C(=O)CCc1ccccc1	15	-1	1	4	6	0	-6	-7
Cc1ccc(NS(=O)(=O)c2cc(C(N)=O)ccc2C)cc1	-4	5	9	-2	8	1	-26	6
CC(NC(=O)c1ccc2c(c1)C(=O)N(Cc1cccnc1)C2=O)c1ccccc1 (stereo unspecified)	2	-3	9	0	-16	1	12	-7
O=C(NCCc1ccncc1)c1ccccc1F	4	-4	24	-9	-2	-46	2	10
COc1ccc2nc(NC(=O)CCc3nc(-c4ccccc4F)no3)sc2c1	3	2	.	-4	.	-23	.	.
O=C(OCc1ccc(F)cc1)c1ccc2ccccc2n1	17	-1	-1	0	2	-6	1	6
CC(C)c1ccc(S(=O)(=O)NCc2ccc3c(c2)OCO3)cc1	12	-7	-6	-1	-13	24	7	-3
Cc1nc2ccc(NC(=O)[C@@H](NC(=O)c3c(F)cccc3F)C(C)C)cc2s1	7	-3	0	-4	13	-1	-3	11
N#Cc1nc(Cc2cccc3ccccc23)oc1N1CCN(c2ccccc2)CC1	-10	0	14	12	10	13	-17	7
CCCCS(=O)(=O)N1C2=NC(C(=O)OC)=C(C(=O)OC)[C@@H]3N(C)c4ccc(OC)cc4[C@]23C[C@H]1C(=O)OC	9	7	-13	-15	12	9	2	-1
CCOC(=O)C1=C(c2ccccc2)Nc2ncnn2C1c1ccc(O)cc1 (stereo unspecified)	19	6	8	6	2	0	14	21
Cc1ccc(S(=O)(=O)Nc2ccc(Nc3ccccc3)cc2)cc1	9	-1	-21	5	15	0	-3	1
O=C(NCC1CCCO1)c1ccc(CNS(=O)(=O)c2cccc(Cl)c2)cc1 (stereo unspecified)	-10	-1	9	-5	5	-10	-1	7
CC(/C=N\NC(=O)c1ccc(C)nc1)=C\c1ccccc1	-8	-3	-15	13	-11	-11	12	-12
CC#CC(=O)N1CCC(Oc2cccc(C(=O)NCc3ccccn3)c2)CC1	-5	-5	-7	-1	0	7	4	8
Cc1ccc(OCCC(=O)OCC(=O)NCCc2ccc(Cl)cc2)cc1	6	-13	-8	-7	7	-2	-6	-3
COc1ccc(C(=O)Cn2nnc(-c3ccccc3NC(=O)C3CCCCC3)n2)cc1	19	7	7	7	-17	-5	4	8

Only Jurkat NFkB inh, for some of the entries so far:
structure | Jurkat NFkB inh
Cc1cc(Cl)c(S(=O)(=O)Nc2ccc(Cl)cn2)cc1OCC(N)=O | 5
Cc1c(CN2CCC(C(=O)Nc3cccc(-c4cccc(Cl)c4)c3)CC2)cnn1C | 4

More structures follow.
SMILES	CCR6 antagonist	CXCR6 block	697 NFkB inh	EBI2 block	Jurkat NFkB inh	Gli-Sufu antag	APJ antagonist	UBC13 inh
Cc1cc(C)c2c(=O)c(C#N)coc2c1	4	-8	-3	-2	-3	49	-11	6
Cc1nc(-c2ccccc2)sc1-c1ccn[nH]1	2	-3	-201	2	-185	-139	2	1
O=C([C@@H]1CC=C[C@@H]2CCN(C3CC3)C(=O)[C@@H]21)N1CCN(c2ccccc2)CC1	0	-2	18	-2	15	-12	-43	7
Cc1cccc2[nH]c3c(=O)n(CCN4CCNCC4)cnc3c12	-8	-5	22	-8	-3	8	1	16
CN(C)c1nn(C(=O)Nc2cccc(C(F)(F)F)c2)cc1-c1ccccc1	10	-11	13	1	-5	-7	13	6
COc1ccc(OCC(=O)NC2CCSc3ccccc32)cc1 (stereo unspecified)	8	2	-13	15	4	4	7	-12
CCc1ccc(C(=O)N/N=C(\C)c2ccncc2)s1	-11	-1	-33	0	-59	-50	11	2
CN(C(=O)CSC(=O)c1ccccc1)c1ccccc1	6	3	26	2	1	-6	2	4
Cc1ccc(C)c(NC(=O)CSc2nc(C)cc(C)c2C#N)c1	-10	-2	-12	3	-13	0	-3	-3
CCC(=O)c1ccc(N2CCC(C)CC2)c(F)c1	5	1	-20	-2	-17	-8	17	-2
O=C1CCC(=O)N1c1ccc(NCCc2cccc(F)c2)c([N+](=O)[O-])c1	14	6	-3	-2	-5	0	1	-30
CCOc1cc(C(=O)Nc2ccncc2)cc(OCC)c1OCC	4	4	-4	-11	4	-5	-4	1
Cc1c(N=CN2CCOCC2)c(=O)n(C)c(=O)n1C	-11	-7	8	-3	7	-5	-14	0
Cc1noc(C)c1C(=O)N1CCN(C(=O)c2sc3cc(Cl)ccc3c2Cl)CC1	8	0	19	42*	-8	5	0	5
COc1cccc(CNC(=O)CN(c2cc(C)cc(C)c2)S(=O)(=O)c2c(C)noc2C)c1	1	1	15	12	3	34	14	9
CC1CC(C)CN(c2ccc(NS(=O)(=O)c3ccccc3)cc2C(=O)O)C1 (stereo unspecified)	-2	0	-7	7	5	7	9	-8
O=C(CCn1cnnn1)Nc1ccccc1F	7	2	5	-2	-1	-1	-3	0
COc1ccccc1S(=O)(=O)Cc1ccc(C(=O)N2CCCC2)o1	12	1	12	0	6	-7	5	-10
C=CCNS(=O)(=O)c1cccc2cc(C(=O)O)c(O)cc12	7	-6	-10	-13	2	6	-6	9
O=C(NNS(=O)(=O)c1ccccc1)c1cccc([N+](=O)[O-])c1	-13	-8	16	4	9	-1	7	2

Record cards, from the list above. Values in the order: CCR6 antagonist, CXCR6 block, 697 NFkB inh, EBI2 block, Jurkat NFkB inh, Gli-Sufu antag, APJ antagonist, UBC13 inh
Results for `Cc1noc(C)c1C(=O)N1CCN(C(=O)c2sc3cc(Cl)ccc3c2Cl)CC1` = 8, 0, 19, 42*, -8, 5, 0, 5
Results for `Cc1ccc(OCCC(=O)OCC(=O)NCCc2ccc(Cl)cc2)cc1` = 6, -13, -8, -7, 7, -2, -6, -3
Results for `O=C(NCCc1ccncc1)c1ccccc1F` = 4, -4, 24, -9, -2, -46, 2, 10
Results for `COc1ccc(OCC(=O)NC2CCSc3ccccc32)cc1` (stereo unspecified) = 8, 2, -13, 15, 4, 4, 7, -12
Results for `CCC(C(=O)NCc1cccs1)n1nc(C)n2c(cc3occc32)c1=O` (stereo unspecified) = 12, -3, -6, -12, -1, 1, -4, -4

(listing goes on)
SMILES	CCR6 antagonist	CXCR6 block	697 NFkB inh	EBI2 block	Jurkat NFkB inh	Gli-Sufu antag	APJ antagonist	UBC13 inh
Cc1ccc([N+](=O)[O-])cc1-c1ccc(/C=N\n2nnnc2N)o1	11	-2	-21	16	-13	-8	20	-13
COc1ccc(C)cc1-n1c(SCC(=O)Nc2cccc(C(=O)O)c2)nc2ccccc2c1=O	17	-2	13	-1	14	3	15	9
COc1cc(/C=N/NC(N)=O)cc(Br)c1OCc1ccccc1C	-5	-8	-28	-3	11	3	9	-8
CC(O)CCC(=O)NNC(=S)Nc1ccccc1 (stereo unspecified)	6	-6	-29	-1	0	-5	-11	7
Cc1ccc(S(=O)(=O)N2CCCC(C(=O)Nc3ccc(C(=O)O)cc3)C2)cc1Cl (stereo unspecified)	-3	-7	8	-2	13	8	-1	3
CCC(C)(C)C1CCC2(CC1)NC(=O)N(CC(=O)N(C)Cc1ccc(OC(F)F)cc1)C2=O (stereo unspecified)	16	-3	-24	-13	20	39	0	1
COC(=O)Cc1csc(Nc2ccc(Cl)cc2)n1	-8	-4	11	-8	-14	-11	13	-5
Cc1ccsc1C(=O)NNC(=O)COc1ccccc1Cl	-6	-13	5	-1	0	-6	6	-10
COc1ccc(S(=O)(=O)NCCC(=O)OCC(=O)c2ccc[nH]2)cc1[N+](=O)[O-]	2	11	20	-10	11	-13	0	-2
C=CCNC(=O)CC1C(=O)NCCN1Cc1c(F)cccc1Cl (stereo unspecified)	-10	2	-13	-6	-12	1	-12	-3
Cc1ccc(Br)c(NS(=O)(=O)c2cccc(C(=O)N3CCNC(=O)C3)c2)c1	-11	-6	13	-12	13	-4	-6	13
O=c1[nH]cnc2ncc(-c3ccc(O)cc3)nc12	3	2	14	6	5	-1	32	-8
COc1ccc(C(=O)NCCS(=O)(=O)NCc2ccc(F)cc2)cc1	5	0	-15	-8	-17	-3	-9	-5
O=C(NC1CCCN(Cc2ccc(Cl)cc2)C1)c1ccccc1-c1ncc[nH]1 (stereo unspecified)	12	11	17	4	4	35	33	5
COc1ccc(NS(=O)(=O)c2cc(NC(=O)c3ccc(C)s3)ccc2N2CCOCC2)cc1	9	4	19	6	-1	-6	-12	2
O=C(Nc1ccccc1C(=O)N1CCCCC1)c1cc(F)c(F)cc1Cl	8	2	-11	-7	-14	-17	-4	-6
CCc1nc(N[C@H](C(=O)O)C(C)CC)c2oc3ccccc3c2n1 (stereo partly specified)	20	2	17	3	20	0	10	3
Cc1ccc(-c2noc(-c3cc(C(C)(C)C)nn3Cc3ccccc3)n2)cc1	6	-3	9	-1	0	5	10	-1
CCN(CC)S(=O)(=O)c1ccc(NS(=O)(=O)c2cccs2)cc1	-3	-6	-4	-6	-9	11	-2	-3
Cc1cc(Br)ccc1NC(=O)CNC(=O)CSc1n[nH]c(N)n1	-16	2	17	1	-18	6	7	-1
CC(C)OCCCNC(=O)c1c(N)n(/N=C/c2cccs2)c2nc3ccccc3nc12	12	-3	23	42	17	10	17	6
COc1ccc(CC2(CO)CCN(Cc3nc(C(C)C)cs3)CC2)cc1	3	-8	-38	-1	-3	9	0	3
CCOC(=O)c1c(S(=O)(=O)N2CCCC2)c(C)n(C)c1C	15	1	14	-6	16	-15	-49	3
